FUS suppressor: qHTS for Suppressors of FUS Proteinopathy: Primary screen using FUS-linked yeast assay; S. cerevisiae FUS-expressing, growth rescue, OD600, 24 h; Potency, µM (doses to about 76.6 µM), for the others: at the top dose growth rescue (activation), most hits filed as activators; 390,000 tested, 0.24% active; AID 1347120, 2019; active means well fitted activation curve with a large enough effect; inconclusive means small, poorly fitted or top-dose-only effect; inactive means no such curve, though single readings can be large or run the other way;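 further: plate controls were DMSO vehicle for no effect and reference control for full effect; nearly all actives have a fitted effect of over 55% in size; some results filed as inactive show a strong effect at the top dose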
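Toxicity suppression screen in FUS-yeast. Cells induced with 2% galactose, starting OD 0.005, treated 24hr at 30C with compounds at multiple final concentrations; growth by OD600.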
* hit, by the source's call; ? = inconclusive. Potency means the concentration at half of the fitted maximal effect. Some of the compounds tested, so the mix of outcomes need not match the whole.

A first look, 2 compounds:
SMILES	FUS suppressor
CCOC(=O)[C@@]12CN(C(=O)OC(C)(C)C)CC=C1N(Cc1ccc(OC)cc1)C(=O)[C@H]2CC(=O)N1CCSCC1	43.2%
c1ccn(-c2ccc(-c3noc(CCc4ccncc4)n3)cc2)c1	5.9%

The list itself, previewed entries included:
SMILES	FUS suppressor
CCOC(=O)[C@@]12CN(C(=O)OC(C)(C)C)CC=C1N(Cc1ccc(OC)cc1)C(=O)[C@H]2CC(=O)N1CCSCC1	43.2%
c1ccn(-c2ccc(-c3noc(CCc4ccncc4)n3)cc2)c1	5.9%
CC(NCc1ccco1)C(=O)N1CCN(Cc2ccccc2F)CC1 (centres undefined)	11.5%
C[C@@H]1CCN(C2CC2)S(=O)(=O)c2c(cccc2N2CC[C@H](N(C)C)C2)O1	-4.8%
CCN(CC)C(=O)CC[C@H]1CC[C@]2(CCCN(Cc3ccccc3)C2)O1	-12.0%
O=C(CSc1nnc(-c2ccco2)n1-c1ccc(Cl)cc1)Nc1ccccc1-c1ccccc1	?
CC(=O)N1CCc2c1cccc2S(=O)(=O)NC(CC(C)C)C(=O)Nc1ccccc1C (centres undefined)	10.2%
CCOC(=O)c1cccc(-c2cc(C(C)=O)c3n(c2=O)CCC3)c1	7.8%
C[C@@H]1CCN(C2CC2)S(=O)(=O)c2ccc(N3CCC[C@H]3C)cc2O1	13.6%
Cn1c(SCCc2ccccc2)nnc1-c1ccco1	-4.8%
COc1ccc(-n2c(SCC(=O)N3CCCCC3C)nnc2-c2ccncc2)cc1 (centres undefined)	17.4%
COc1ccc(S[C@]2(C(=O)N3CCCC3)CC(=O)N(c3ccccc3OC)[C@@H]2c2ccc(OC)cc2)cc1	?
N#Cc1ccc(Cn2ccc3ccc(-c4ccc5ccn(C(=O)C6CC6)c5c4)cc32)cc1	?
CCCNC(=O)Nc1ccc2c(c1)C(=O)N(C)[C@H]1CC[C@H](CC(=O)NCC3CCCCC3)O[C@@H]1CO2	4.8%
COP(=O)(CC(=O)OC(C)(C)C)C(CC(C)C)NC(=O)OCc1ccccc1 (centres undefined)	?
COC(=O)[C@]12C[C@H](CC(=O)NCc3ccc(C)o3)C(=O)N(Cc3ccc4c(c3)OCO4)C1=C[C@H](C(C)C)O[C@@H]2C1CC1	?
CCOP(=O)(OCC)c1ccc2c(c1)C(=O)c1ccccc1-2	17.3%
O=C(OCCN1CCN(C2CN(Cc3cn(Cc4ccc([N+](=O)[O-])cc4)nn3)S(=O)(=O)C2)CC1)c1cc2ccccc2o1 (centres undefined)	-11.4%
COC(=O)[C@]12C[C@H](CC(=O)N3CCCCC3)C(=O)N(Cc3cccc4ccccc34)C1=C[C@H](C(C)C)O[C@@H]2C1CC1	44.7%
Cn1c(=O)[nH]c2c(Br)nccc21	-4.0%
COC(=O)[C@]12C[C@H](CC(=O)N3CCCC3)C(=O)N(Cc3cccc4ccccc34)C1=C[C@H](C1CCCC1)O[C@@H]2C	?
CCOC(=O)[C@@]12CN(C(=O)OC(C)(C)C)CC=C1N(Cc1ccc(OC)cc1)C(=O)[C@H]2CC(=O)N1CCOCC1	24.7%
Cc1ccccc1N=Nc1c(N)[nH]n(-c2ccccc2)c1=O	0.7%
Cn1c(SCC2CCCCC2)nnc1-c1ccco1	-2.2%
CCn1c(SCC(=O)Nc2ccccc2-c2ccccc2)nnc1-c1ccc(C)cc1	38.8%
SMILES	FUS suppressor
Cc1cc(NS(=O)(=O)C2CCN(C(=O)Cc3ccc(Cl)c(Cl)c3)CC2)no1	7.8%
O=C(C1CCCN(S(=O)(=O)c2cccc3ccccc23)C1)N1CCN(Cc2ccccc2)CC1 (centres undefined)	22.6%
CC(=O)c1cc(-c2ccc(-c3ccccc3)c(F)c2)c(=O)n2c1CCC2	10.6%
O=C(CSc1nnc(-c2ccccn2)n1-c1ccccc1)Nc1ccccc1-c1ccccc1	?
CN(CCc1ccccn1)C(=O)c1ccc2c(c1)ncn2C1CCCCC1	8.8%
COC(=O)[C@H]1C[C@@]2(CC=C(C)C)c3ccccc3N(C(=O)OC(C)(C)C)[C@H]2N1C(=O)OC(C)(C)C	27.4%
CCN(C(=O)[C@@H](C)[C@@H](O)c1ccc2ccccc2c1)c1ccccc1	18.8%
COc1ccc(N2CCN(CCNS(=O)(=O)c3ccc(Br)s3)CC2)cc1	2.6%
O=C(Cc1ccccc1)NC1CCCCN(Cc2ccc(Cl)cc2)C1=O (centres undefined)	27.7%
COc1cc(OC)cc(C(=O)NCCN2C(=O)C3C4C=CC(C4)C3C2=O)c1 (centres undefined)	-14.7%
O=C(CN1CCC(NC(=O)Nc2ccc(Cl)cc2)CC1)Nc1ccc2c(c1)OCCO2	-6.6%
Cc1ccc(CNC(=O)O[C@H]2CC[C@@]34CCCN3C(=O)CCC[C@H]4[C@H]2C)o1	-1.1%
COc1ccc(C(=O)O[C@@H]2CCC[C@@]3(C(=O)N(Cc4ccccc4)c4ccccc43)[C@H]2NC(=O)CCc2ccccc2)cc1OC	?
Cc1ccc(-c2cc(-c3nnc(SCC(=O)N4c5ccccc5Sc5ccccc54)n3N)[nH]n2)cc1	21.4%
CCN(CC)C(=O)CC[C@H]1CC[C@]2(CCCN(C(=O)c3cccnc3)C2)O1	-11.0%
O=C1CC(N2CCCN(Cc3ccccc3)CC2)=NC(=O)N1c1ccc(Br)cc1	13.4%
CCOC(=O)[C@@]12CCCC=C1N(CCc1ccc(Cl)cc1)C(=O)[C@H]2CC(=O)NCCc1ccccc1OC	?
FC(F)(F)c1ccc(Cn2ccc3ccc(-c4ccc5ccn(Cc6ccccc6)c5c4)cc32)cc1	30.2%
COc1ccc(C(C(=O)N(C)C2CCCC2)N(Cc2ccc(F)cc2)C(=O)c2cc(C)[nH]n2)cc1OC (centres undefined)	26.3%
C[C@H]1[C@H](N)CC[C@@]23CCCN2C(=O)CCC[C@@H]13	-10.8%
COc1ccc(S[C@]2(C(=O)N(C)C)CC(=O)N(c3ccccc3)[C@@H]2c2ccc(OC)cc2)cc1	43.8%
Cc1cccc(-c2nnc(SCC(=O)Nc3ccc(OCc4ccccc4)cc3)n2Cc2ccco2)c1	16.0%
CC(C)C[C@H]1COc2cccc(F)c2S(=O)(=O)N1Cc1cn(CCC2OCCCO2)nn1	-0.1%
O=C(CCS(=O)(=O)c1ccccc1)Nc1ccc(F)cc1F	-16.5%
Cc1cc(N2CCOc3ccccc32)nc2ccccc12	2.1%

Arranged by heavy-atom count (highest first): part of the list above.
SMILES	FUS suppressor
COc1ccc(S[C@]2(C(=O)N(C)C)CC(=O)N(c3ccccc3)[C@@H]2c2ccc(OC)cc2)cc1	43.8%
O=C(CN1CCC(NC(=O)Nc2ccc(Cl)cc2)CC1)Nc1ccc2c(c1)OCCO2	-6.6%
CN(CCc1ccccn1)C(=O)c1ccc2c(c1)ncn2C1CCCCC1	8.8%

Additional records follow:
SMILES	FUS suppressor
Cc1ccc(NC(=O)C2CCCN(c3nnc(-n4cccc4)s3)C2)c(C)c1 (centres undefined)	0.8%
CC(C)c1ccc(NC(=O)OC2CCC23CCC(c2ccccc2)CC3)cc1 (centres undefined)	-14.1%
COC(=O)c1cc(S(=O)(=O)N2CCN(c3ccccc3Cl)CC2)cn1C	?
CCOc1ccc(-n2c(SCC(=O)Nc3ccc(S(=O)(=O)Nc4nccs4)cc3)nnc2-c2ccc(C(C)(C)C)cc2)cc1	?
O=C(NC1CCCCN(Cc2cccc(F)c2)C1=O)c1cccc(F)c1 (centres undefined)	-8.5%
c1ccc2cc(Cn3ccc4ccc(-c5ccc6cc[nH]c6c5)cc43)ccc2c1	20.5%
O=C1[C@@H](C2CC2)[C@@H]2c3ccccc3C=NN2[C@@H]2c3ccccc3C=NN12	6.6%
COC(=O)c1ccc(Cn2ccc3ccc(-c4ccc5ccn(Cc6ccc(OC)cc6)c5c4)cc32)cc1	24.9%
CC(C)(C)[C@H](NC(=O)c1cc(Cl)cc(Cl)c1)C(=O)N1CCC[C@H]1C(=O)N[C@H](C#N)CC(=O)O	-2.1%
CN1CCCN(C(=O)CN2C(=O)CC(C)(C)S(=O)(=O)c3ccccc32)CC1	-19.9%
S=C(Nc1ccccc1)OCCN1CCCC12CCC(c1ccccc1)CC2 (centres undefined)	7.4%
CCOCCCNC(=O)C1CCN(S(=O)(=O)c2cc3c(cc2Br)CCN3C(=O)CC)CC1	15.2%
CCCC[C@H]1C2CC(OC(=O)NCCCC(=O)OCC)C(C2)[C@H]2CCCCN21 (some centres undefined)	-1.7%
C[C@H]1[C@@H](OC(=O)NC2CCC2)CC[C@@]23CCCN2C(=O)CCC[C@@H]13	14.0%
CCOC(=O)CNC(=O)C(Cc1ccc2c(c1)OCO2)NC(C)=O (centres undefined)	-10.9%
c1csc(CNc2ncnc3ccc(-c4ccc5c(c4)OCO5)cc23)n1	11.4%
COc1cc(-c2nnc(SCC(=O)N3C(C)CCCC3C)o2)cc(OC)c1OC (centres undefined)	9.9%
COc1cccc(CO[C@H]2C=C[C@@H](c3ccccc3)O[C@@H]2COC(C)=O)c1	5.9%
CCCCN1C[C@@H]2CSCCS(=O)(=O)N2C1=O	-4.7%
COC(=O)[C@@]12CCCCC=C1N(CCc1ccc(Cl)cc1)C(=O)[C@H]2CC(=O)NCc1ccc(C)o1	32.5%
COC(=O)[C@]12C[C@H](CC(=O)NCc3ccc(C)o3)C(=O)N(CCc3ccc(OC)c(OC)c3)C1=C[C@H](COCc1ccccc1)O[C@@H]2C	33.7%
CC(C)c1cc(C(=O)N(C2CCCCC2)C2CCCCC2)no1	5.4%
O=S1(=O)c2ccc(N3CCN(Cc4ccccc4F)CC3)cc2Oc2ccccc2CN1Cc1cn(Cc2ccc(F)cc2)nn1	36.6%
COC(=O)c1cnn(-c2ccc(F)cc2F)c1/C=N/NC(=S)Nc1ccccc1	-1.7%
N#Cc1ccc(NCCCN2CCC(C(O)(c3ccccc3)c3ccccc3)CC2)cc1	12.4%
SMILES	FUS suppressor
Cc1nc2ccc(C(=O)N3CCN(C(=O)C(Cl)Cl)CC3)cc2n1C1CCCC1	11.5%
O=C(NCCCc1ccccc1)OC1CC2CC1[C@H]1CCCCN1[C@H]2Cc1ccccc1 (some centres undefined)	13.1%
C[C@H]1CCCN1c1ccc2c(c1)O[C@H]1CCN(C1)S2(=O)=O	10.0%
Clc1cc(Cl)cc(CNC2CCC23CCCCC3)c1 (centres undefined)	1.5%
Cc1cc(NC(=O)Nc2cccc(F)c2)n(-c2ccccc2)n1	-15.4%
COc1cc(C=NNC(=O)CN2CCN(Cc3ccc(C)cc3)CC2)cc(OC)c1O	24.1%
COC(=O)[C@]12C[C@H](CC(=O)NCc3ccc(OC)c(OC)c3)C(=O)N(Cc3ccccc3)C1=C[C@H](COCc1ccccc1)O[C@@H]2C	?
COc1ccc(Cn2ccc3ccc(-c4ccc5ccn(Cc6ccc(F)cc6)c5c4)cc32)cc1	8.5%
CCOc1ccc(-n2c(SCC(=O)c3ccc4ccccc4c3)nnc2-c2ccco2)cc1	36.9%
CSc1ccc(C=Nn2c(-c3cc(C)[nH]n3)n[nH]c2=S)cc1	3.0%
CC(C)[C@H]1Cn2nncc2Cn2c3ccccc3c(=O)n21	-2.7%
COC[C@H]1CCCN1c1ccc2c(c1)O[C@H]1CCN(C1)S2(=O)=O	-7.4%
O=C(OCCN1CCN(C2CN(Cc3cn(Cc4ccccc4Cl)nn3)S(=O)(=O)C2)CC1)c1cccs1 (centres undefined)	-4.6%
CCOC(=O)N1CCN(C(=O)C[C@H]2C[C@@]3(C(=O)OC)C(=C[C@H](C4CCCC4)O[C@@H]3C)N(Cc3ccco3)C2=O)CC1	?
O=C(NC1CCCCN(Cc2ccc(OC(F)(F)F)cc2)C1=O)c1ccc(F)c(F)c1 (centres undefined)	16.0%
CC1CC(C)CN(CCCNS(=O)(=O)c2cc3c(cc2Br)CCN3C(=O)C2CC2)C1 (centres undefined)	12.9%
COc1cc(C(=O)NC2CCCCN(Cc3ccc(Cl)cc3)C2=O)cc(OC)c1OC (centres undefined)	25.0%
O=C(Nc1ccc(F)cc1F)c1cc(-c2ccc(Cl)cc2)nc2ccccc12	-18.4%
O=C(CSc1nnc(-c2ccccn2)n1-c1ccc(Cl)cc1)Nc1ccc(S(=O)(=O)Nc2nccs2)cc1	?
Cn1c(=O)oc2cc(S(=O)(=O)N3CCN(CCO)CC3)ccc21	-18.9%
CC(C)(C)OC(=O)NC1CCN(c2nc(-c3ccc(Br)cc3)cs2)CC1	-6.5%
CC(C)[C@H](NC(=O)[C@@H]1CCCN1)C(=O)N1CCC2CCN(S(=O)(=O)c3ccccc3)CC21 (some centres undefined)	-18.8%
c1ccc(OCc2nnc(SCc3nc4ccccc4[nH]3)n2-c2ccccc2)cc1	8.8%
O=C(Nc1nc2ncccn2c1-c1ccc(C(F)(F)F)cc1)c1ccc(F)cc1	11.6%
COC(=O)CC[C@H](/C=C/C(=O)OC(C)(C)C)Sc1ccc(C(C)(C)C)cc1	15.0%
COc1ccc(-c2nn3c(-c4n[nH]c5c4CCC5)nnc3s2)cc1	10.7%
CCC[C@@H](/C=C/C(=O)OC(C)(C)C)Sc1ccc(OC)cc1	-15.7%
C=CCN1C(=O)[C@H](CC(=O)NCCCN2CCCC2=O)[C@@]2(C(=O)OCC)CCCC=C12	-0.2%
C[C@H]1[C@@H](OC(=O)Nc2ccccc2F)CC[C@@]23CCCN2C(=O)CCC[C@@H]13	4.0%

Single values from the entries so far.
Reading for C[C@H]1CCCN1c1ccc2c(c1)O[C@H]1CCN(C1)S2(=O)=O under FUS suppressor: 10.0%
Reading for CC(C)(C)[C@H](NC(=O)c1cc(Cl)cc(Cl)c1)C(=O)N1CCC[C@H]1C(=O)N[C@H](C#N)CC(=O)O under FUS suppressor: -2.1%
Reading for CC(C)[C@H](NC(=O)[C@@H]1CCCN1)C(=O)N1CCC2CCN(S(=O)(=O)c3ccccc3)CC21 (some centres undefined) under FUS suppressor: -18.8%

Source: PubChem BioAssay (National Center for Advancing Translational Sciences (NCATS))
